STK33 kinase inh – inhibitors of human STK33 kinase | purified STK33, MBP phosphorylation, ADP-Glo luminescence | inhibition, % at 10 µM | 320,000 tested, 0.073% active | AID 2661;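 active = inhibition at or above 25%, using the most active replicate where run in duplicate; inactive = inhibition below 25%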
Target sequence (Q9BYT3 whole entry, looked up): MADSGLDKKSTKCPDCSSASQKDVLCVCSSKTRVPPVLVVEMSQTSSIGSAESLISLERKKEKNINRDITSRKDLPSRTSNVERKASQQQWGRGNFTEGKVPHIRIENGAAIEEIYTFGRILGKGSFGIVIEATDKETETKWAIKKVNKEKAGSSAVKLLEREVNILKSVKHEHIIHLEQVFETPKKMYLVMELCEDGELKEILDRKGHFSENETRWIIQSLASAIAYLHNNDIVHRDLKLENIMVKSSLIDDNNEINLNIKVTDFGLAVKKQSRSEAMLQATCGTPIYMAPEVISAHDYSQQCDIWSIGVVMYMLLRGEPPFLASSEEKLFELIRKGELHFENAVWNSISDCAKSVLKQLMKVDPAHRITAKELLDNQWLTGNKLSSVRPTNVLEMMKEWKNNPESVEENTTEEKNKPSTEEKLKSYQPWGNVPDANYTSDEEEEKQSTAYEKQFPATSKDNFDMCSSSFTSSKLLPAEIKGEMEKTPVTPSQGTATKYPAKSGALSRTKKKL
Kir21 inh – inhibitors of mouse Kir2.1 inward-rectifier potassium channel | 310,000 tested, 0.85% active | HEK293-Kir2.1, FluxOR thallium flux fluorescence; active compounds read low | AID 1672 | B-score at 10 µM | P35561;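 active = fluorescence ratio B-score at or below minus 3 SD of library scores, with starting-brightness B-score within 2 SD, cut at about -4.2 in these data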;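 also: channel flux triggered by added potassium and thallium sulfate stimulus; B-score of peak minus minimum fluorescence over baseline after thallium stimulus; more negative B-score means stronger Kir2.1 block with less thallium influx; some compounds called inactive have numbers as strong as hits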
Target sequence (P35561 whole entry, looked up): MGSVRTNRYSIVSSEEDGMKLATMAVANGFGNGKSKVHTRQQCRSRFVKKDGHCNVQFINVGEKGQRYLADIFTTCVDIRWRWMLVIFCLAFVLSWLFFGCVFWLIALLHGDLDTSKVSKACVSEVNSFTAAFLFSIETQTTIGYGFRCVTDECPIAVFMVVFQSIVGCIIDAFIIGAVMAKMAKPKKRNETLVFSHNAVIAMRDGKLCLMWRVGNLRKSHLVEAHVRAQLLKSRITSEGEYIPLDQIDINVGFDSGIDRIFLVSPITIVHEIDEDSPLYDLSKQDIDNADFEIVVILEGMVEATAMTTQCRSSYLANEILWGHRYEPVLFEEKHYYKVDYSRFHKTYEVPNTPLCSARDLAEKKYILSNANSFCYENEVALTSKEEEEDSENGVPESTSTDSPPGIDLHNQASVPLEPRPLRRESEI
Numbers without * were called inactive; nt = no result given.

Each structure is followed by: Kir21 inh | STK33 kinase inh
O=C(Nc1ccccc1)OC1CC2CC1C1CCCC21 (stereo not given)
 : -2 | -0.9
CCN(CC)C(=O)N1CCN(S(=O)(=O)c2ccc(C)cc2)CC1
 : -0.04 | 0.1
CC(NC(=O)c1cc2cc(Br)ccc2oc1=N)c1ccccc1 (stereo not given)
 : 0.51 | -0.7
COc1ccc(C2=NOC(Cn3nc(C(=O)NCc4ccc(C)cc4)cc3-c3ccccc3)C2)cc1 (stereo not given)
 : -0.68 | -0.1
CCC(=O)N(Cc1cc(=O)[nH]c2ccccc12)c1ccccc1OC
 : 1.2 | -1.4
O=C(NCC(NS(=O)(=O)OCC(Cl)(Cl)Cl)c1ccccc1)C(F)(F)F (stereo not given)
 : 0.09 | -0.2
COCCN(C(=O)c1c(C)noc1C)c1c(N)n(CC(C)C)c(=O)[nH]c1=O
 : nt | 1.5
O=C(Cc1cccs1)N/N=C/C=C/c1ccccc1
 : -0.15 | -0.3
Cc1ccc(S(=O)(=O)N2CCC(C(=O)NNS(=O)(=O)c3ccc(Cl)cc3)CC2)cc1
 : 1.3 | -3.0
CC(Sc1n[nH]c(N)n1)C(=O)NC1CCCCC1C (stereo not given)
 : 1.8 | 0.1
CCCN(C(=O)COC(=O)CCOc1ccccc1C)c1c(N)n(Cc2ccccc2)c(=O)[nH]c1=O
 : 0.56 | -2.0
Cc1noc(C)c1COc1ccc(CC(=O)NCCc2ccccc2)cc1
 : 0.02 | 1.0
COC(=O)c1sc(-c2ccc(C(C)(C)C)cc2)cc1NC(=O)COCC(=O)O
 : 0.29 | 2.7
COc1cccc2[nH]c(C(=O)NCc3ccccc3)cc12
 : -0.47 | 0.4
CCc1ccccc1NC(=O)c1cc([N+](=O)[O-])ccc1N1CCOCC1
 : -0.24 | -1.5
CC(CNS(=O)(=O)c1ccc2c(c1)CC(=O)N2C)c1ccccc1 (stereo not given)
 : -0.29 | -2.3
O=c1ccc(-c2ccc([N+](=O)[O-])cc2)nn1-c1ccccc1
 : 0.85 | 0.0
CNC(=O)C(=O)N/N=C/c1ccc(Br)cc1
 : 0.04 | 0.6
COc1ccccc1N1CCN(S(=O)(=O)CCNC(=O)C23CC4CC(CC(C4)C2)C3)CC1
 : -0.13 | -0.5
COc1ccc(Cl)cc1NC(=O)CN1CCN(S(=O)(=O)c2ccc(F)cc2)CC1
 : 0.45 | 9.7
CCOc1ccc(NC(=O)CN2C(=O)C(C)SC(C)C2=O)cc1 (stereo not given)
 : 1.4 | 0.2
Cc1ccc(CNC(=O)C2CCC(=O)N(Cc3ccccc3F)C2)s1 (stereo not given)
 : 1.7 | -0.9
Cc1ccc(SCC(=O)NCCN2C(=O)CSC2=O)c(C)c1
 : 0.46 | -0.3
O=S(=O)(Cc1nnnn1-c1ccc(Br)cc1)c1ccc(F)cc1
 : 1.6 | 2.6
COc1cc(/C=C2\SC(=O)N(Cc3ccc(F)cc3)C2=O)cc([N+](=O)[O-])c1O
 : 1.4 | nt
CCNc1nc(N)nc(Oc2ccc(OCc3ccccc3)nn2)n1
 : 0.1 | 0.5
Cc1ccc(S(=O)(=O)c2nnn3c2nc(N2CCOCC2)c2ccccc23)c(C)c1
 : 0.36 | -0.6
CC(=O)N1CCN(C(=O)c2ccc(NS(=O)(=O)c3ccc4c(c3)OCCO4)cc2)CC1
 : 0.01 | -0.3
COc1ccc2c(c1)CCCN2S(=O)(=O)c1ccc(Cl)cc1
 : -1.7 | -1.0
O=C(c1ccco1)N1CCN(C(=O)c2[nH]ncc2[N+](=O)[O-])CC1
 : -1.4 | -1.1

Sorted by SMILES length (smallest number first): some entries from above.
Each structure is followed by: Kir21 inh | STK33 kinase inh
CNC(=O)C(=O)N/N=C/c1ccc(Br)cc1
 : 0.04 | 0.6
O=C(Nc1ccccc1)OC1CC2CC1C1CCCC21 (stereo not given)
 : -2 | -0.9
COc1cccc2[nH]c(C(=O)NCc3ccccc3)cc12
 : -0.47 | 0.4
CCNc1nc(N)nc(Oc2ccc(OCc3ccccc3)nn2)n1
 : 0.1 | 0.5
COc1ccc2c(c1)CCCN2S(=O)(=O)c1ccc(Cl)cc1
 : -1.7 | -1.0
Cc1ccc(CNC(=O)C2CCC(=O)N(Cc3ccccc3F)C2)s1 (stereo not given)
 : 1.7 | -0.9
COc1ccc(C2=NOC(Cn3nc(C(=O)NCc4ccc(C)cc4)cc3-c3ccccc3)C2)cc1 (stereo not given)
 : -0.68 | -0.1

Part of the list above, set out differently.
Cc1ccc(CNC(=O)C2CCC(=O)N(Cc3ccccc3F)C2)s1 (stereo not given)
  Kir21 inh: 1.7; STK33 kinase inh: -0.9

CCC(=O)N(Cc1cc(=O)[nH]c2ccccc12)c1ccccc1OC
  Kir21 inh: 1.2; STK33 kinase inh: -1.4

(cont.)
Each structure is followed by: Kir21 inh | STK33 kinase inh
COc1ccccc1-c1nnc(SCC(=O)N2CCCC2)o1
 : -0.1 | 1.0
O=C(COC(=O)c1ccc(F)c(S(=O)(=O)N2CCOCC2)c1)NCCc1ccccc1
 : -0.65 | -0.6
COc1ccc(CNC(=O)CCn2cccc2)cc1
 : 1.5 | -0.9
CC(C)(CNC(=O)c1ccc(NS(=O)(=O)c2ccc(F)c(F)c2)cc1)N1CCOCC1
 : 0.47 | -0.8
CCN1c2ccccc2NC2N=C(OC)C(c3ccccc3)C21 (stereo not given)
 : -1.4 | -0.8
COC(=O)/C=C/c1ccc(-n2cncn2)cc1
 : 0.39 | -2.4
C=CCNC(=O)C1CCN(c2ccc(S(=O)(=O)N3CCOCC3)cc2[N+](=O)[O-])CC1
 : 0.08 | 0.8
Cc1ccc(NC(=O)C2(NC(=O)c3ccccn3)CCCCC2)cc1Br
 : 1.3 | 0.2
COc1ccc(OC)c(NC(=O)CS(=O)(=O)Cc2ccccc2)c1
 : -0.86 | nt
CC(=O)C1=C(C)NC(SCC(=O)c2ccc(Cl)cc2Cl)=C(C#N)C1c1ccco1 (stereo not given)
 : -0.23 | 8.9
CC(Oc1ccccc1)C(=O)Nc1nnc(S(=O)(=O)N(C)c2ccccc2)s1 (stereo not given)
 : -2 | -1.5
c1ccc(CN2CCN(Cc3c[nH]c4ccccc34)CC2)cc1
 : -0.89 | -2.9
Cc1ccc(-n2c(C)cc(/C=C3\SC(=O)NC3=O)c2C)cc1
 : 0.03 | -1.2
CC(C)c1nc2sc3c(c2c(=O)[nH]1)CC(C)(C)OC3
 : 3.9 | -0.4
COc1ccc(C(CNC(=O)c2cccc(S(=O)(=O)N3CCCC(C)C3)c2)N(C)C)cc1 (stereo not given)
 : nt | -0.4
Cc1ccc(-c2nc3ncccc3o2)cc1NC(=O)c1ccco1
 : 0.42 | -1.3
CCOC(=O)C(NCc1ccccc1OC)(NC(=O)c1ccccc1)C(F)(F)F (stereo not given)
 : -0.16 | -0.8
CC(C)N(Cc1cnn(C)c1)Cc1nc(Cc2ccccc2Cl)no1
 : 1.8 | -0.6
COc1ccc(-c2c(C#N)c(N)nc3sc(C(=O)c4ccc(C)cc4)c(N)c23)cc1
 : -1.4 | nt
CC1CC(=O)N(c2ccc(NCc3ccc(Cl)cc3)c([N+](=O)[O-])c2)C1=O (stereo not given)
 : 0.01 | 0.4
CCOC(=O)c1sc(NC(=O)CSc2n[nH]c(-c3ccncc3)n2)c(C#N)c1C
 : -0.23 | 0.3
CN(C)S(=O)(=O)c1ccc(N2CCCC2)c(C(=O)N2CCN(c3ccc([N+](=O)[O-])cc3)CC2)c1
 : -1.7 | -1.3
COc1cc(-n2c(=O)c3ccccc3n(Cc3cccc(F)c3)c2=O)cc(OC)c1OC
 : 0.64 | -0.3
COc1ccccc1N1CCN(C(=O)c2ccc3c(c2)CCN3S(=O)(=O)c2ccccc2)CC1
 : 1.5 | -1.4
COc1ccc(NC(=S)N2CCN(Cc3ccco3)CC2)c(OC)c1
 : -0.89 | -0.9
Cc1cc(C)n(CC(=O)NC2CCCc3c2cnn3-c2ccc(C)c(C)c2)n1 (stereo not given)
 : 1.4 | 0.0
O=C(Cn1cnc2ccccc2c1=O)N1CCN(c2ccccc2)CC1
 : 0.31 | -1.6
Cc1ccc(C)c(CSc2nc3[nH]ncc3c(=O)[nH]2)c1
 : 1.2 | -1.4
O=C(Nc1ccccc1N1CCN(c2ccccc2)CC1)c1ccccc1F
 : -0.02 | -0.3
COC(=O)c1ccc(C(=O)OC)c(NC(=S)N2CCN(c3ccccc3)CC2)c1
 : 0.24 | -1.3
Cc1occc1-c1nnc(SCC(=O)N2c3ccccc3CCc3ccccc32)n1C
 : 0.01 | -1.4
Cc1cccc(NC(=O)Cc2ccc(NC3=NC4CS(=O)(=O)CC4S3)cc2)c1 (stereo not given)
 : -0.95 | -1.3
O=C(CCc1nnc(Cc2ccc(-c3ccccc3)cc2)o1)NCCc1cccnc1
 : -1.1 | 1.5
COc1cccc(-c2nc(NC(C)C)c3ccccc3n2)c1O
 : 2.1 | -0.5
Cn1c(SCCOc2ccccc2F)nc2ccccc2c1=O
 : 1.2 | -0.5
Cn1c(=O)c2cc(S(=O)(=O)NCCC(=O)NCC3CCCO3)ccc2n(C)c1=O (stereo not given)
 : 0.18 | 1.3
COC(=O)[C@@]12CCCCN1[C@H](c1ccc(SC3CCCCC3)cc1)[C@H]1C(=O)N(C)C(=O)[C@H]12
 : -0.81 | 0.3
COc1cccc(C(=O)Nc2ccc(NC(=O)c3cc4ccccc4o3)c(OC)c2)c1
 : 2.5 | 0.6
CCn1nc(C)cc1C(=O)N1CCCC(C(=O)c2ccc(Oc3ccccc3)cc2)C1 (stereo not given)
 : 0.09 | -0.7
CC(=O)N1N=C(c2ccc3ccccc3c2)OC1(C)C
 : 0.62 | -0.6
O=C1N/C(=N/Nc2ccccc2)S/C1=C\c1ccccc1
 : -3.3 | 2.4
CCN(CC)S(=O)(=O)c1ccc(Cl)nc1
 : -2 | -0.1
CCC1CN(C(=O)N2CCC(C(=O)NCCc3ccc(OC)c(OC)c3)CC2)c2ccccc2O1 (stereo not given)
 : -0.84 | 0.4
Cc1oc2cc3oc(=O)c(CCC(=O)NCCCC(=O)O)c(C)c3cc2c1C
 : 1.2 | -0.5
N=c1nc(-c2ccccc2)ccn1O
 : 1.2 | -0.5
CCOC(=O)N1CCN(C(=O)CC(C)S(=O)(=O)c2cc3c(cc2C)NC(=O)CO3)CC1 (stereo not given)
 : -1.4 | -0.8
Nc1nc(SCCOc2ccccc2)n[nH]1
 : -1.3 | -3.4
CCN(CC)C(=O)C1CCCN(C(=O)CCn2nnnc2CN2CCOCC2)C1 (stereo not given)
 : 1.7 | 0.6
CCOC(=O)c1[nH]c2c(c1-c1ccccc1)C(=O)CC(c1ccc(OC)c(OC)c1)C2 (stereo not given)
 : -0.87 | -0.6
O=S(=O)(NCc1csc(-c2cccnc2)n1)c1ccc(Br)cc1
 : -7.7* | -0.8
Cc1nc(NC(=O)C2CC2)sc1C
 : 0.85 | -0.1
Cc1cc(C)n(-c2nnc(C)n2/N=C/c2cc(Br)ccc2OCc2ccccc2)n1
 : 0.48 | -0.7
O=C(/C=C/c1ccco1)NC(=S)Nc1ccccn1
 : 0.01 | -0.7
CC(C)NS(=O)(=O)c1ccc(CCC(=O)NCc2ccccn2)cc1
 : -0.98 | -0.5
Cc1ccc(C2(C)NC(=O)N(CC(=O)NC(=O)NC(C)(C)C)C2=O)cc1 (stereo not given)
 : -0.44 | -0.6
O=C(CNC(=O)c1ccc2c(c1)OCCO2)N/N=C/c1ccc([N+](=O)[O-])cc1
 : 0 | 0.3
C=CCC1C=CCC(CC=C)N1C(=O)c1ccccc1[N+](=O)[O-] (stereo not given)
 : -3.3 | 0.9
NS(=O)(=O)c1ccc(CCNC(=O)CNC(=O)c2ccc(Oc3ccccc3)cc2)cc1
 : 0.72 | -3.6
O=C1OC(Cc2ccccn2)C(O)=C1C1=NCCCN1 (stereo not given)
 : 1.3 | nt
COc1ccc(CCn2c(C)cc(C(=O)COC(=O)c3ccc(NC(=O)CC#N)cc3)c2C)cc1
 : 0.13 | -3.1

Next entries
Each structure is followed by: Kir21 inh | STK33 kinase inh
CC(=O)c1c(C)[nH]c(C(=O)Nc2c(C)n(C)n(-c3ccccc3)c2=O)c1C
 : 0.29 | -1.1
Cc1ccc(/C=N/NC(=O)c2cccc(S(=O)(=O)N3CCOCC3)c2)o1
 : 2.4 | -1.2
CCOC(=O)N1CCN(C(=O)CNC(=O)c2ccccc2F)CC1
 : nt | -0.4
CCc1cccc(CC)c1-n1c(SCC(=O)N2CCc3ccccc3C2)nnc1-c1cccnc1
 : -1.6 | -1.1
COc1cccc(C(=O)OCC(=O)NC23CC4CC(CC(C4)C2)C3)c1
 : nt | -1.0
COc1ccc(N2C(=O)CCC(C(=O)N3CCC(C(N)=O)CC3)C2c2ccc(F)cc2)cc1 (stereo not given)
 : -0.15 | -1.8
c1ccc(-c2ccccc2-c2nc(-c3ccncc3)no2)cc1
 : -1.8 | 0.0
S=C(Nc1ccc(Oc2ccccc2)cc1)NC1CCCCCC1
 : -1.8 | -0.1
CC(C)(C)c1cc(CSC(=S)NC2CCS(=O)(=O)C2)c(Br)c(C(C)(C)C)c1 (stereo not given)
 : 1.7 | -1.4
C=C(C)[C@@H]1CC=C(CN2CCC(N3CCC(C(=O)N4CCCC4)CC3)CC2)CC1
 : 0.1 | -0.9
CCOc1cc(N2CCOCC2)c(OCC)cc1NC(=O)Cc1ccccc1OC
 : 0.62 | -2.2
Cc1ccc(S(=O)(=O)N2CCCOC2CNC(=O)C(=O)NCCc2c[nH]c3ccccc23)cc1 (stereo not given)
 : 1.3 | -0.4
C=C1CCN(CC(=O)OC)S(=O)(=O)c2ccccc21
 : -0.34 | -1.8
Cn1nccc1C(=O)Nc1ccc2c(c1)OCO2
 : 1.7 | 1.9

Compound activity deposited in PubChem by several laboratories.
